Lipid storage S3: qHTS Assay for Lipid Storage Modulators in Drosophila S3 Cells | Drosophila S3 cells, BODIPY lipid droplet fluorescence, 18-24 h; cells fed with added oleic acid | Potency in µM for hits, for the others lipid storage change, negative = inhibition, % at the top dose, mostly 46.1 µM | actives 0.64% (n = 320,000) | AID 2685; active = well fitted inhibition curve with a large enough effect in the signal ratio, with a control signal flat, not every such curve was filed as active; inconclusive = small, poorly fitted or top-dose-only effect, or effect the other way, or a change in a side signal; the % refers to the signal ratio
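Drosophila S3 cells got compounds at several concentrations plus oleic acid (400 uM solution). Laser-scanning cytometry with 488 nm excitation read lipid droplets at 500-530 nm and cells at 575-640 nm. Percent activity was relative to 20 uM Triacsin C.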
Lipid storage S3 cell count max: second read-out of Lipid storage S3, no call of its own (marks repeat the call); cell number change, %; measured here: cell count max response;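 cells counted by Cell Tracker Red CMTPX staining in the red channel; peak over a dose series mostly up to 46.1 µM; percent activity relative to internal control wells on each plate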
The depositor's hits bear a star; i = inactive; ? = inconclusive; / = no result given; [ ] = remark or other dose. % is scaled to controls: 0 for no effect and ±100 for the full control effect; potency is read from the fitted curve at half-maximal effect.

SMILES	Lipid storage S3	Lipid storage S3 cell count max
COc1cc(C(c2c(O)nc(SC)[nH]c2=O)c2c(O)nc(SC)[nH]c2=O)cc(OC)c1OC	16%	-15
Brc1ccc2ncnc(Nc3ccc(N4CCOCC4)cc3)c2c1	?	/
CCOc1ccc(N2CC(C(=O)Nc3ccc4c(c3)OCO4)CC2=O)cc1 (stereo not given)	?	/
Cc1cc(C)cc(N(C(=O)c2snc(C(N)=O)c2N)C(C(=O)NCC2CCCO2)c2ccc(C)o2)c1 (stereo not given)	?	/
O=C1C2C3c4ccccc4C(c4ccccc43)C2c2nc3ccccc3n21 (stereo not given)	-4%	15
CCCn1c(SCc2ccccn2)nc2c1c(=O)n(C)c(=O)n2C	?	/
COc1cc(C=O)ccc1OCc1ccncc1	10%	/
CCN(CC)S(=O)(=O)c1cccc(C(=O)N[C@H](C(=O)OCC(=O)Nc2ccccc2)C(C)C)c1	?	/
CCOC(=O)c1cc(C(=O)c2ccccc2O)cn2c(=O)c3c(C)c(C)sc3nc12	-24%	-4
O=C(O)C1Cc2ccccc2CN1C(=O)c1ccccc1Cl (stereo not given)	-20%	-9
COc1cc(-c2noc(-c3ccco3)n2)cc(OC)c1OC	21%	-15
CCC1Oc2ccc(C)cc2N(CC(=O)NCC2CCCO2)C1=O (stereo not given)	?	/
O=C1C(C=NCc2ccncc2)=C(O)c2ccccc21	?	/
COc1ccc(OC)c(CN2CCN(C(=O)CNC(=O)c3ccc(C(C)(C)C)cc3)CC2)c1	1.5µM*	-27*
COC(=O)c1ccc(CSc2nc3ccccc3c(=O)n2-c2ccc(OC)c(OC)c2)o1	i	16
CCC(C)(C)n1nnnc1C(c1ccc2ncccc2c1)N1CCCC(C)C1 (stereo not given)	4%	0
COCCNS(=O)(=O)c1ccc2c(c1)Cc1cc(S(=O)(=O)NCCOC)ccc1-2	-3%	-14
CC(C)NC(=O)CC(=O)N/N=C/c1ccccc1F	-15%	1
COc1ccc(NC(=O)c2cccc3c2C(=O)N(CC2CCCO2)C3)cc1OC (stereo not given)	4%	-5
c1cc2c(cc1C1CCCN1)OCCCO2 (stereo not given)	?	/
S=c1[nH]nc(-c2ccc3ccccc3n2)n1-c1ccccc1Cl	16%	-10
CCCS(=O)(=O)N1CCC(C(=O)Oc2ccc(OC)cc2)CC1	?	/
COc1ccc(N(CC(=O)NC2CCCCCC2)S(=O)(=O)c2c(C)nn(C)c2C)cc1	i	8
CCNC(=S)NNC(=O)c1cc(Br)cs1	18%	-1
COc1ccc(-c2oc3cc(O)c(OC)c(O)c3c(=O)c2OC)cc1	-5%	-17
CC1CCN(S(=O)(=O)c2ccc3ccccc3c2)CC1	3.3µM*	5.8*
CCOc1cc(/C=C/c2ccc3cccc([N+](=O)[O-])c3n2)cc(Cl)c1O	2%	5
COc1cc2c(cc1OC)C(c1cc(OC)c(OC)cc1[N+](=O)[O-])N(C(C)=O)CC2 (stereo not given)	i	16
Cc1c(C)[n+](=O)c(-c2cccs2)c(C)n1[O-]	-4%	2
CC(C)CNC(=O)c1cc(-c2ccc3c(c2)OCO3)on1	?	/
Cc1ccc(OCC(=O)NNC(=O)c2ccc3c(=O)n4c(nc3c2)CCC4)cc1	?	/
O=C(COc1ccc2c3c(c(=O)oc2c1)CCCC3)NCCCn1ccnc1	i	-10
COc1ccc(C(=O)OCC(=O)Nc2ccc(OC)c(S(=O)(=O)N3CCCCC3)c2)cc1[N+](=O)[O-]	?	/
COc1ccc(N/C(=N/c2nc(C)cc(C)n2)NC(=O)Nc2ccc(Cl)c(Cl)c2)c(OC)c1	?	/
CC(=O)OCC12COC3c4ccccc4OC(C)(CC1C)C3C2C (stereo not given)	?	/
Oc1ccc(Cn2ccnc2)c2cccnc12	?	/
O=C(CSC1=NS(=O)(=O)c2cc(Cl)ccc2N1)Nc1ccccc1F	1%	0
Cc1cc(C)c(NC(=O)Cn2c([N+](=O)[O-])cnc2C)c(C)c1	1%	0
O=C(CS(=O)(=O)c1ccccc1)N1CCN(c2ccccc2)CC1	?	/
COC(=O)c1ccc(NC(=S)NC(=O)c2c(-c3ccccc3)noc2C)cc1	?	/
Cc1ccc(CNC(=O)C2CNc3cc(C)ccc3O2)cc1 (stereo not given)	?	/
O=C(NCc1cccnc1)c1ccc(Cl)c(S(=O)(=O)N2CCCCCC2)c1	?	/
CCOCc1cnc(C)nc1NCC(=O)c1c(C)[nH]c2ccccc12	?	/
COc1ccc(C(CC(=O)NC(C)c2ccc(-c3ccccc3)cc2)NC(C)=O)cc1 (stereo not given)	-1%	/
CC(C)c1ccccc1OCC(=O)Nc1cc(S(=O)(=O)N2CCOCC2)ccc1N1CCCC1	?	/
Cc1nn(C)c(NC(=O)c2ccccc2Cl)c1Br	?	/
COc1ccccc1-c1nc2c3ccccc3nc(=S)n2[nH]1	i	-18
COc1ccccc1NC(=O)CCC(=O)OCc1ccc([N+](=O)[O-])cc1	?	/
CN(C)C(=O)COC(=O)c1ccccc1NC(=O)c1ccco1	?	/
CN1CCN(CCCNC(=O)c2cn(C3CCCCC3)c(=O)c3c2c2ccccc2n3C)CC1	?	/
CS(=O)(=O)N1CC(C(=O)O)Oc2ccc(CC(=O)O)cc21 (stereo not given)	?	/
O=S(=O)(c1ccc(Br)cc1)c1nc(-c2ccco2)oc1NCCCn1ccnc1	?	/
OCCN(Cc1ccccc1)CC1CC=CCC1 (stereo not given)	?	/
CC(=O)Nc1c(O)[nH]c2ccccc12	?	/
O=C(N/N=C/c1coc2ccccc2c1=O)c1cn(-c2ccccc2)nc1-c1ccccc1	8%	2
Cn1nc(-c2ccccc2)cc1NS(=O)(=O)c1ccccc1	?	/
Cc1ccc2nc(C)cc(N/N=C/c3ccccc3O)c2c1	?	/
Cc1ccc(/C=C2\C(=N)N3N=C(CC(=O)N4CCCCC4)SC3=NC2=O)cc1	?	/
CN(CCC#N)C(=S)Nc1ccc(Oc2ccccc2)cc1	?	/
O=c1c(N2CCOCC2)nsn1Cc1ccccc1	0%	-4

(list continues)
SMILES	Lipid storage S3	Lipid storage S3 cell count max
O=S(=O)(Nc1cccc2[nH]ncc12)c1cccs1	?	/
Clc1ccc(-c2csc(-c3cccnc3)n2)s1	?	/
O=C(NCCOc1ccccc1)c1cncc(Br)c1	?	/
O=C1C2C3C=CC(CC3)C2C(=O)N1/N=C/c1ccco1 (stereo not given)	2%	4
O=C1CC(N2CCN(c3ncccn3)CC2)C(=O)N1CCc1ccccc1 (stereo not given)	?	/
COc1ccc([C@H]2CC(=O)C=C(/C=C/c3ccccc3)C2)cc1	8%	-8
COc1ccc(C(=O)NCc2ccc3c(c2)OCO3)cc1	?	/
O=C(Nc1ccc(Cl)cc1)N1CCOCC1	?	/
Cn1cc(/C=C2\SC(=S)N(NC(=O)c3ccccc3)C2=O)c2ccccc21	-15%	-3
COC(=O)C1=C(C)N(Cc2ccc3c(c2)OCO3)C(=O)C1	13%	14
Cc1cccc(NC(=O)C2C3CCCCC32)c1 (stereo not given)	?	/
Cc1cccc(NS(=O)(=O)c2ccc(C(=O)NCC(C)(C)N3CCOCC3)cc2)c1C	?	/
Cc1ccc(C2=NNC(c3ccc(Cl)cc3)=Nc3ccccc32)o1	?	/
CC(C)c1ccc(C(O)c2cnc(C(C)C)n2C)cc1 (stereo not given)	i	/
C=CCOc1ccc(/C=C\c2nc(O)c([N+](=O)[O-])c(=O)[nH]2)cc1OCC	-5%	6
Cc1ccc(NC(=O)NC(=O)CSc2n[nH]c(N)n2)c(C)c1	?	/
O=C(Cn1cnc([N+](=O)[O-])n1)NCc1ccccc1	13%	-3
O=C(c1cnn(-c2ccc(Cl)cc2)c1)c1ccccc1O	?	/
CC1CC(C)CN(CCCNC(=O)c2ccc(CNS(=O)(=O)c3ccc(F)cc3)cc2)C1 (stereo not given)	?	/
CCOc1ccc(OCCOC(=O)C2CCN(S(=O)(=O)c3ccc(C)c(C)c3)CC2)cc1	i	26
Cc1ccccc1C(=O)NNC(=O)C(=O)Nc1cccc(Cl)c1C	2%	-9
O=[N+]([O-])c1ccc(N2CCN(Cc3ccccc3)CC2)s1	?	/
CCOC(=O)C1(Cc2ccc(Cl)cc2)CCN(C(C)Cc2ccc(O)c(OC)c2)CC1 (stereo not given)	?	/
CCn1c(/C=C/Nc2ccccc2)[n+](CC)c2ccc(C(=O)OCC(F)(F)F)cc21	8%	17
COCCCNc1nc2nonc2nc1N1C[C@H]2CC[C@H]1C2	7%	2
Cc1ccc(CN/C=C/C(=O)c2ccc(Br)cc2)cc1	?	/
CCCCCC(=O)Nc1ccc(C(=O)COC(=O)CN2C(=O)NC3(CCCC3)C2=O)cc1	?	/
Cc1ccc(C)c(OCC(=O)Nc2ccc(S(=O)(=O)N3CCN(C)CC3)cc2)c1	-1%	-8
O=C(Cc1cccs1)NCc1cccc(Cl)c1	?	/
c1ccc(Cc2ccc(OCCn3cncn3)cc2)cc1	?	/
CC(=O)Nc1ccc2cc3ccc(NC(C)=O)cc3nc2c1	-14%	-1
COc1cccc(-n2c(Cc3cc(=O)[nH]c(=O)[nH]3)nnc2SCC(=O)N2CCCCCC2)c1	?	/
O=c1[nH]c(C2CCN(S(=O)(=O)c3ccc(F)cc3)CC2)nc2c1nnn2Cc1ccc2c(c1)OCCO2	-8%	/
COc1cc(C(=O)NC(=S)NC(C)C)cc(OC)c1OC	?	/
Cc1ccc(N=C2NC(=O)CS2)cc1C	?	/
CCOC(=O)c1c(C)[nH]c(C(=O)Nc2ccc(NC(C)=O)cc2)c1C	?	/
Cc1ccc2c(c1)N(CC(=O)NCCCN1CCCC1)C(=O)CO2	i	-7
COC(=O)Nc1ccc(S(=O)(=O)N(C)CC(F)(F)C(F)F)cc1	i	/
O=C(Cc1csc(Nc2nc(=S)[nH]c3ccccc23)n1)NCc1ccccc1Cl	?	/
CCOc1ccc(C(C)=O)cc1CN1C(=O)NC2(CCCCC2C)C1=O (stereo not given)	17%	-2
CCc1nnc(NC(=O)C2(C)COC(c3ccccc3)OC2)s1 (stereo not given)	4%	-1
O=C(CCC(=O)Nc1ccc(F)cc1)N/N=C/c1ccncc1	0%	0
Cc1ccc(NS(=O)(=O)c2cccc(C(=O)NCC3(N(C)C)CCCCC3)c2)cc1	?	/
CCN(CC)CCN(C(=O)c1ccc(S(=O)(=O)N2CCCC2)cc1)c1nc2cc(C)cc(C)c2s1	?	/
COc1cccc(N2CC(NC(=O)C(=O)c3c(C)[nH]c4ccccc34)CC2=O)c1 (stereo not given)	?	/
Cc1ccc(C(C)NC(=O)C23CC4CC(CC(C4)C2)C3)cc1 (stereo not given)	-11%[9.22 µM]	6
Cc1ccc(OCCSc2nnc(-c3cccs3)n2C)cc1	4%	-3
COc1ccc(OCC(=O)N/N=C/c2cccn2-c2cccc(C(=O)O)c2)cc1	?	/
COc1ccccc1N1CCN(C(c2cccs2)C(C)NC(=O)c2ccncc2)CC1 (stereo not given)	12%	12
Cc1ccc(-c2cc(C(=O)OC3CCOC3=O)c3ccccc3n2)c(C)c1 (stereo not given)	?	/
CCC1CCCCN1C(=O)COC(=O)c1ccc(S(=O)(=O)N2CCOCC2)cc1 (stereo not given)	9%	-17
COC(=O)c1ccc(-c2nc3cc(Cl)c(N)cc3s2)cc1	i	/
Cc1ccc(S(=O)(=O)Nc2ccc(S(=O)(=O)N3CCCC3)cc2)cc1	4%	-10
CC(C)Oc1cccc(-c2cc(C(=O)N3CCN(c4ncccn4)CC3)c3ccccc3n2)c1	?	/
CCOC(=O)c1ccc(S(=O)(=O)N2CCN(C(=O)c3nn(C)c(=O)c4ccccc34)CC2)cc1	?	/
Cn1ncc(N=Cc2ccccc2O)c1C(=O)Nc1ccccc1	i	-4
O=C(Nc1nc(-c2cccs2)cs1)c1ccc(S(=O)(=O)N2CCCC2)cc1	?	/
CCc1cccc(C)c1NC(=O)CCNC(=O)c1cccc(C)c1	?	/
CCn1c(CNC(=O)c2cccc(C)c2)nc2ccccc21	?	/
COC(=O)c1cc(C(=O)OCC(=O)Nc2ccccc2OC(F)F)cc([N+](=O)[O-])c1	16%	5

Screening results as filed in PubChem.

Some of the compounds tested (hit frequency here may not be typical).
